TRHR agonist: qHTS for Small Molecule Agonists and Allosteric Enhancers of Human TRH Receptor: Primary Screen for Agonists. Thyrotropin-releasing hormone receptor (Homo sapiens), P34981. TRHR cells, calcium flux fluo-8, FDSS agonist mode. activation, % at 2 µM. hit rate 0.18% among 360,000; in the data active = activation above about 30%; note: 0% is about no effect
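Fluo-8-loaded TRHR cells; 10 s baseline, compound added, kinetic Ca2+ fluorescence read 1/s, agonist mode.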
ERG-DNA inh: qHTS for Small Molecule Inhibitors of the ERG Ets/DNA interaction | hit rate 0.028% among 370,000 | Potency, µM (top dose mostly 76.9 µM), for the others: top-dose FP activity, negative = inhibition, actives largely listed as inhibitors | Transcriptional regulator ERG (Homo sapiens), P11308 | fluorescence polarization, His-ERG Ets domain / labelled DNA; active = well fitted inhibition curve with a large enough effect in the polarisation, with a control signal flat; inconclusive = small, poorly fitted or top-dose-only effect, or effect the other way, or a change in a side signal; inactive = no such curve, though single readings can be large or run the other way; the % refers to the polarisation;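 note: polarization taken with two DNA probes labelled with fluorescein and Texas red; potency is the fitted concentration of half-maximal effect; % of control where 0% means no effect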
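His-tagged ERG Ets domain (1 uM in the protein solution; 300mM KCl, 50mM Tris-HCl, 1mM EDTA, 1mM DTT, pH 7.5) received compound, then a probe mix of 5 nM fluorescein-DNA and 100nM Texas-615-DNA. Fluorescence polarization was read for both dyes.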
Apoferritin bind: qHTS Assay for Identification of Novel General Anesthetics; Ferritin light chain (Equus caballus), P02791; apoferritin/1-aminoanthracene competitive binding, fluorescence; Potency, µM (series often up to 77.5 µM), inactives show at the top dose activity change, negative = displacement, usual class: inhibitors; hit rate 0.074% among 350,000; note: potency is the fitted concentration of half-maximal effect; % is set by controls: 0 for no effect and ±100 for the full control effect; nearly all actives have a fitted effect of over 20% in size
Target sequence (P02791 2-175 limits assumed): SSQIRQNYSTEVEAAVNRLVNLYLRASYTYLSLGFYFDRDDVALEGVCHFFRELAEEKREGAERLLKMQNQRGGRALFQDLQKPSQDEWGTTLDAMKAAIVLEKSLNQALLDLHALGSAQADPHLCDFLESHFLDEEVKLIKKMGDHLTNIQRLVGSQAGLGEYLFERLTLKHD
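Steps: apoferritin (10 uM) was premixed with half-saturated 1-AMA in PBS, compounds were pin-transferred, plates stood 10 min at room temperature, fluorescence was read at 380/535 nm, and curves were fitted with a Hill equation.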
APEX1 inh: qHTS Assay for Inhibitors of the Human Apurinic/apyrimidinic Endonuclease 1 (APE1). DNA repair nuclease/redox regulator APEX1 (Homo sapiens), P27695. recombinant APE1, TAMRA/BHQ-2 abasic DNA cleavage fluorescence. Potency, µM (top dose mostly 65.8 µM), for the others: top-dose activity change, negative = inhibition, usual class: inhibitors. hit rate 0.35% among 350,000;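 note: potency is the fitted concentration of half-maximal effect; plate controls were vehicle for no effect and reference inhibitor for full effect; nearly all actives have a fitted effect of over 55% in size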
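Kinetic fluorescence read (525 ex/598 em nm, three reads 60 s apart) of AP-site incision; signal = third minus first read. Enzyme 0.75 nM, dual-labelled THF duplex 50 nM, compound preincubation 15 min RT.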
Pol iota inh: qHTS for Inhibitors of Polymerase Iota | AID 588590, 2011 | Pol iota fluorescent replication assay, 10 min | hit rate 1% among 390,000 | Potency, µM (highest dose often 115 µM), for the others: at the top dose activity, negative = inhibition, hits mostly inhibitors | DNA polymerase iota (Homo sapiens), Q9UNA4; note: potency is the fitted concentration of half-maximal effect
Target sequence (Q9UNA4 whole entry, looked up): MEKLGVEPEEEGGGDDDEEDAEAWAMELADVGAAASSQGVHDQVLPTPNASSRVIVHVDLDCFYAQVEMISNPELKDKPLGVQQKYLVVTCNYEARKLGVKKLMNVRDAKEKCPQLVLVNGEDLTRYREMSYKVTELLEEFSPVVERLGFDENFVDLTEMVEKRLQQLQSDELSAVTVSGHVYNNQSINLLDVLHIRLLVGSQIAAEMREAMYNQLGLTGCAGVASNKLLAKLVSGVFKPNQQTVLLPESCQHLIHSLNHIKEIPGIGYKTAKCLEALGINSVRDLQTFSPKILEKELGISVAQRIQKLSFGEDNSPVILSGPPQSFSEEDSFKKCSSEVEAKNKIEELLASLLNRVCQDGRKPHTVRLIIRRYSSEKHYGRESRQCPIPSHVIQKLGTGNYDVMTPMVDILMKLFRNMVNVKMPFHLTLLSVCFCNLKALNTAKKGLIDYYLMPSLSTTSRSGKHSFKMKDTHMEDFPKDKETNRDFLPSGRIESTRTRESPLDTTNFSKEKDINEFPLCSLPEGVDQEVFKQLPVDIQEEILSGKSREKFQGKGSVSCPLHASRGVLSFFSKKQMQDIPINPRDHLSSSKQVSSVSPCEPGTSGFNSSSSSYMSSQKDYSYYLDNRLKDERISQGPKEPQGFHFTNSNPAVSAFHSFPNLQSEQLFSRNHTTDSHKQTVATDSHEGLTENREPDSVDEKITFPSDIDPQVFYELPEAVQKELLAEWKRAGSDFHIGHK
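Fluorescent replication assay read twice, at 0 min and 10 min after adding 50 nM (final) substrate. Enzyme (10 nM) and compounds were first incubated 15 min at room temperature; enzyme-free buffer wells were negative controls.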
Pol kappa inh: qHTS for Inhibitors of Polymerase Kappa; purified Pol kappa, fluorescent DNA synthesis assay, 10 min; DNA polymerase kappa (Homo sapiens), Q9UBT6; Potency, µM (highest dose often 107 µM), inactives show at the top dose activity, negative = inhibition, usual class: inhibitors; hit rate 0.53% among 400,000; note: potency is the fitted concentration of half-maximal effect; % is set by controls: 0 for no effect and ±100 for the full control effect
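10 nM Pol kappa preincubated 15 min at room temperature with compounds, then reaction started with substrate at 50 nM final. Fluorescence read kinetically at 0 and 10 min; buffer-only wells served as negative control.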
ALOX12 inh: Primary qHTS assay for inhibitors of human arachidonate 12S-lipoxygenase (ALOX12): Round 2; purified 12hLO, xylenol orange hydroperoxide absorbance; Potency, µM (doses to about 108 µM), for inactives: top-dose activity change, negative = inhibition, hits mostly inhibitors; hit rate 1.1% among 580,000; note: potency is the fitted concentration of half-maximal effect; % is set by controls: 0 for no effect and ±100 for the full control effect
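Hydroperoxide product was detected by ferrous iron/xylenol orange as the 573 to 405 nm absorbance ratio. Arachidonic acid at 40 uM (final) was turned over for 30 min at room temperature by 150 nM human 12hLO, pH 7.0 Hepes buffer, after 15 min compound preincubation.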
POLB inh: qHTS Assay for Inhibitors of DNA Polymerase Beta | Pol beta primer extension/strand displacement, fluorescence kinetic | AID 485314, 2010 | Potency, µM (highest dose often 114 µM), for the others: at the top dose activity change, negative = inhibition, usual class: inhibitors | hit rate 1.3% among 340,000; note: potency is the fitted concentration of half-maximal effect; % is set by controls: 0 for no effect and ±100 for the full control effect
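Curves were derived by four-parameter Hill fits of normalized qHTS data. The kinetic fluorescent primer-extension read was taken at 0 and 10 min after 50 nM substrate, following a 15 min room-temperature preincubation of 10 nM enzyme with compounds.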
BLM helicase inh: qHTS Assay for Inhibitors of Bloom's syndrome helicase (BLM). recombinant BLM DNA unwinding, fluorescence dequenching. Potency, µM (series often up to 56.1 µM), inactives show at the top dose activity change, negative = inhibition, actives largely listed as inhibitors. AID 2528, 2010. hit rate 0.2% among 350,000;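 note: potency is the fitted concentration of half-maximal effect; plate controls were vehicle for no effect and no enzyme for full effect; nearly all actives have a fitted effect of over 35% in size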
Active calls of the source: *; i = inactive; ? = inconclusive; nt = no result given; [ ] = dose if it differs, or a comment. Unless noted, calls come from the whole dose curve; as a rule, active = well fitted curve in the direction sought with a large enough effect; inconclusive = small, poorly fitted or top-dose-only effect, or another doubt; inactive = no such curve, though single readings can be large; an effect the other way counts as inactive or inconclusive. An excerpt; the hit share may differ from the screen's.

SMILES	TRHR agonist	ERG-DNA inh	Apoferritin bind	APEX1 inh	Pol iota inh	Pol kappa inh	ALOX12 inh	POLB inh	BLM helicase inh
CN1Cc2c(N3CCOCC3)nc3sc(C(=O)c4ccc(Br)cc4)c(N)c3c2CC1(C)C	0.9	14%	?	-1%	33%[activator]	-7%	?	-13%	-6%
C=CCN(c1ccccc1)S(=O)(=O)c1cccc(C(=O)Nc2nc3ccccc3[nH]2)c1	-0.1	1%	-5%	2%	3%	-22%	10%	0%	6%
CC1COc2ccccc2N1C(=O)c1ccc(Cl)nc1 (stereo not drawn)	-0.4	8%	-9%	-3%	132%[activator]	-9%	-1%	1%	-1%
COc1ccccc1N1C(=O)C2C3C=CC(C3)C2C1=O (stereo not drawn)	-1.7	4%	?	-5%	14%	1%	13%	-18%	0%
C/C(N)=C(/C#N)C(=O)COc1ncnc2ccc(Br)cc12	2.0	-6%	-24%	-4%	-4%	-12%	-28%	23%	-1%
COCc1cc(=O)[nH]c(/N=C(\N)Nc2cccc(Cl)c2)n1	0.3	7%	-3%	1%	105%[activator]	1%	0%	0%	0%
CCc1ccccc1NC(=O)CN(C)C(=O)c1cc(C2CC2)nn1-c1ccccc1	-2.6	11%	nt	-6%	?	-29%	-4%	nt	nt
CCNC(=O)NCCNC(=O)c1cc(OCC(F)(F)F)ccc1OCC(F)(F)F	-5.1	1%	1%	12%	40%[activator]	4%	-20%	11%	-1%
CSc1nc(NCC(C)C)nc(N2CCOCC2)n1	-0.7	2%	0%	-2%	5%	-1%	0%	12%	-1%
Cc1ccc(C(=O)Nc2cccnc2)cc1S(=O)(=O)N1CCCCCC1	0.8	-17%	-14%	22%	-4%	-3%	124%[activator]	11%	-1%
O=S(=O)(O)c1ccc(N2N=C(c3ccccc3)CC2c2ccccc2)cc1 (stereo not drawn)	0.3	-5%	nt	-3%	-18%	13%	-15%	1%	-1%
Cc1ccnc2nc(C(=O)NCc3ccccc3)nn12	0.9	1%	8%	7%	95%[activator]	-7%	i	4%	0%
CCOC(=O)C1CCCN(C(=O)C2CCN(S(=O)(=O)c3ccc4ccccc4c3)CC2)C1 (stereo not drawn)	-1.1	-6%	40%[activator]	16%	17%	-1%	?	22%	-4%
CCCOc1ccccc1N/C(N)=N/c1nc(C)cc(C)n1	0.6	-1%	-13%	0%	-1%	5%	-9%	2%	37%[activator]
COc1cc(NC(=O)c2cc(Br)cc(C)c2OC)ccc1NC(=O)C(C)C	-0.5	-3%	-15%	-5%	-7%	-12%	-7%	0%	-2%
COc1ccc(OC)c(CC(=O)N2CCc3cc(OC)c(OC)cc3C2)c1	0.8	12%	-8%	24%	?	-7%	1%	5%	-1%
Cc1cc(C)nc(NNS(=O)(=O)c2ccc(F)c(Cl)c2)n1	-0.4	-3%	nt	26%	?	-15%	-8%	nt	nt
Cc1ccc(S(=O)(=O)/N=C(/NC(=S)Nc2c(C)n(C)n(-c3ccccc3)c2=O)c2ccccc2)cc1	0.3	?	-1%	-2%	0%	-7%	28µM*	1%	-4%
Cc1ccc(-n2nc3c(=O)n(CCCC(=O)N4CCC(C(N)=O)CC4)nc(C)c3c2C)cc1	-0.1	8%	-10%	52%[activator]	?	-1%	3%	43%	1%
Cc1ccc(S(=O)(=O)N2CCN(CC(=O)Nc3ccccc3Cl)CC2)cc1	0.6	-3%	nt	-15%	10%	8%	-5%	nt	nt
COc1ccccc1/C=C1\SC(=S)N(CC(=O)Nc2nnc(C)s2)C1=O	-0.2	nt	-7%	-7%	nt	nt	5%	8%	-2%
CC(C)C(NC(=O)C1CCCCC1)C(=O)NCc1ccccn1 (stereo not drawn)	-0.1	-6%	-8%	-11%	3%	-19%	15%	2%	-1%
COc1ccccc1N1CCN(CCCNC(=O)c2nnc(Cc3ccc(F)cc3Cl)o2)CC1	-0.3	4%	-10%	nt	-8%	-6%	5%	22%	-1%
COc1ccc(Nc2ncc3nc(-c4cccs4)c(=O)n(Cc4cccc(OC)c4)c3n2)cc1	nt	nt	nt	-12%	nt	-6%[60.1 µM]	?	nt	-1%
O=C(COC(=O)c1c2c(nc3ccccc13)/C(=C\c1ccco1)CC2)NC1CCCC1	nt	7%	nt	nt	6.3µM*	22µM*	7.1µM*	nt	nt
COc1ccc(C(=O)NC(=S)Nc2ccc(S(=O)(=O)Nc3cc(OC)nc(OC)n3)cc2)cc1	-0.8	-6%	1%	-10%	-9%	-7%	7.1µM*	44%	1%
COc1ccc2[nH]c(=O)c(C(c3nnnn3CC3CCCO3)N3CCc4ccccc4C3)cc2c1 (stereo not drawn)	0.0	-11%	-6%	4%	?	-20%	?	5%	-12%
COC(=O)CCC(=O)OC1(C)C(=O)C=C2C=C(C3CC3)N(CCCOC(C)C)C=C2C1=O (stereo not drawn)	0.9	-5%	5%	3%[12.4 µM]	?	-33%	nt	22%	-5%[12.4 µM]
Cc1ccccc1-c1cc(C(=O)n2cccn2)c2cc(Cl)ccc2n1	-0.8	-3%	-8%	2%	4%	-10%	-3%	13%	1%
CC(=O)c1cccc(N(C(=O)Cn2nnc3ccccc32)C(C(=O)NCc2ccccc2)c2ccccn2)c1 (stereo not drawn)	0.0	5%	-8%	2%	-7%	-5%	-15%	-4%	4%
Cc1occc1-c1nnc(SCC(=O)NCc2ccc3c(c2)OCO3)n1CC(C)C	0.2	-4%	-12%	-2%	-4%	2%	19%	22%	-2%
CCOc1ccc2[nH]c(=O)c(C(c3nnnn3Cc3ccco3)N3CCN(C)CC3)cc2c1 (stereo not drawn)	-0.1	18%	-19%	?	68%[activator]	9%	-9%	2%	1.1µM*
NC1=NN(c2c(Cl)cc(Cl)cc2Cl)C(=O)C1	nt	1%	nt	nt	7%	-11%	-20%	nt	nt
O=C(NNS(=O)(=O)c1ccc(CCCl)cc1)C(O)(c1ccccc1)c1ccccc1	0.0	13%	-13%	-9%	3%	-2%	-21%	11%	-10%
Cc1cc(NC(=O)CCN2C(=O)C3C4CCC(C4)C3C2=O)cc(C)c1Br (stereo not drawn)	-0.4	3%	3%	3%	11%	1%	219%[activator]	28%	-12%
COc1ccccc1OCc1ccc(C(=O)N(C)c2ccccc2)o1	-0.7	-5%	-23%	20%	-10%	-1%	18%	-14%	-5%
CCC(C)c1c(NS(=O)(=O)c2ccc(C)cc2)o[nH]c1=O (stereo not drawn)	nt	3%	nt	nt	39%[activator]	-7%	13%	nt	nt
Cc1cccc(CCNC(=O)c2cccc(NC3=NC4CS(=O)(=O)CC4S3)c2)c1 (stereo not drawn)	0.1	18%	-6%	27%	-6%	-3%	11%	8%	1%
O=C(NCCc1nnc2ccc(NCc3cccnc3)nn12)c1ccccc1F	-0.2	-16%	-3%	0%	38%	2%	-4%	-1%	2%
CCO[C@@H]1OC(C(=O)NCc2ccccc2)=C[C@H](C2CCCCC2)[C@H]1CCCO	-0.4	-1%	-22%	-10%	18%	-1%	?	-20%	-10%

Eight entries from above, sorted by length of the SMILES, high to low:
SMILES	TRHR agonist	ERG-DNA inh	Apoferritin bind	APEX1 inh	Pol iota inh	Pol kappa inh	ALOX12 inh	POLB inh	BLM helicase inh
CC(=O)c1cccc(N(C(=O)Cn2nnc3ccccc32)C(C(=O)NCc2ccccc2)c2ccccn2)c1 (stereo not drawn)	0.0	5%	-8%	2%	-7%	-5%	-15%	-4%	4%
CCO[C@@H]1OC(C(=O)NCc2ccccc2)=C[C@H](C2CCCCC2)[C@H]1CCCO	-0.4	-1%	-22%	-10%	18%	-1%	?	-20%	-10%
CCOc1ccc2[nH]c(=O)c(C(c3nnnn3Cc3ccco3)N3CCN(C)CC3)cc2c1 (stereo not drawn)	-0.1	18%	-19%	?	68%[activator]	9%	-9%	2%	1.1µM*
O=C(NNS(=O)(=O)c1ccc(CCCl)cc1)C(O)(c1ccccc1)c1ccccc1	0.0	13%	-13%	-9%	3%	-2%	-21%	11%	-10%
Cc1cccc(CCNC(=O)c2cccc(NC3=NC4CS(=O)(=O)CC4S3)c2)c1 (stereo not drawn)	0.1	18%	-6%	27%	-6%	-3%	11%	8%	1%
O=C(NCCc1nnc2ccc(NCc3cccnc3)nn12)c1ccccc1F	-0.2	-16%	-3%	0%	38%	2%	-4%	-1%	2%
CCC(C)c1c(NS(=O)(=O)c2ccc(C)cc2)o[nH]c1=O (stereo not drawn)	nt	3%	nt	nt	39%[activator]	-7%	13%	nt	nt
COc1ccccc1OCc1ccc(C(=O)N(C)c2ccccc2)o1	-0.7	-5%	-23%	20%	-10%	-1%	18%	-14%	-5%

Screens (PubChem)
